# Bioassay records as filed in PubChem.
# Nrf2 inh: inhibitors of Nrf2 signaling; Potency, µM (top dose mostly 46 µM), inactives show top-dose activity change, negative = inhibition, usual class: inhibitors; A549 ARE-Fluc reporter, luciferase luminescence, 18-24 h; 360,000 compounds, 2.1% hits; note: potency is the fitted concentration of half-maximal effect; % is set by controls: 0 for no effect and ±100 for the full control effect; nearly all actives have a fitted effect of over 60% in size
#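 In this cell-based qHTS, ARE-driven firefly luciferase in A549 cells reports Nrf2 activity; the luminescent signal after BugLite lysis is the measured value, with a prior CellTiter-Fluor read for cell health.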
# TGFb inhibitor: TGF-b pathway inhibition | HepG2 CAGA-GFP TGF-b/SMAD3 reporter, GFP fluorescence, 18 h; TGF-beta stimulated, 500 pg/mL final | Potency, µM (highest dose often 46.1 µM), for inactives: at the top dose activity, negative = inhibition, usual class: inhibitors | 410,000 compounds, 1.2% hits | AID 588855; note: potency is the fitted concentration of half-maximal effect; % is set by controls: 0 for no effect and ±100 for the full control effect; nearly all actives have a fitted effect of over 65% in size
#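 HEPG2 CAGA-GFP, 1000 cells/well; 2 h settle, 37 C; cpd via pin tool; TGF-b 500 pg/mL final; 18 h, 37 C; GFP imaging ex488/em500-530; %Activity normalised to -TGF-b and +DMSO controls; CRC fit, curve class.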
# A549 viability: counter-screen for Nrf2 inhibitors: cytotoxicity in A549 cells; A549 ARE-Fluc cells, CellTiter-Fluor viability, 18-24 h; Potency, µM (highest dose often 46 µM), inactives show at the top dose activity change, negative = cytotoxicity, usual class: inhibitors; 390,000 compounds, 0.16% hits; AID 504648; note: potency is the fitted concentration of half-maximal effect; % is set by controls: 0 for no effect and ±100 for the full control effect
#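 A549 ARE-Fluc cells in 5% FBS OPTI-MEM, 5000 cells/well, rested 2 h then exposed to compounds in concentration-response for 18-24 h at 37 °C. Viability by CellTiter-Fluor fluorescence (Ex 405/Em 525) after 30 min; luciferase luminescence (BugLite, 15 min, RT) read afterwards.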
# Nrf2 ARE act: activates Nrf2 signaling | AREc32 ARE-luciferase reporter (MCF7-derived line), luminescence, 24 h | Potency, µM (series often up to 46.1 µM), for the others: top-dose activation, usual class: activators | 410,000 compounds, 0.31% hits; note: potency is the fitted concentration of half-maximal effect; % of control where 0% means no effect; nearly all actives have a fitted effect of over 65% in size
#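 For detection, Steady-Glo was added and plates sat 30 min at RT; before that, AREc32_Fluc cells grown overnight in OPTI-MEM/5% FBS had been treated with 23 nL compound for 24 hr at 37 deg C.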
# IL2 activator: activators of IL-2. activation, % (series mostly up to about 46 µM). IL-2 activation reporter assay, cell-based qHTS; stimulated with anti-CD3/CD4/CD28 beads; in transgenic mouse T cells. 360,000 compounds, 0.065% hits; in the data active = activation above about 50%; inconclusive = mostly about 30% to 49%; note: 0% is about no effect
#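 Unstimulated transgenic mouse T cells, 750 per well, received compound and, after 60 minutes, anti-CD3/anti-CD4 bead plus anti-CD28 stimulation. EGFP and DsRed were quantified after 18 hours.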
# ATXN viability: reduces viability in counter-screen for ATXN expression inhibitors; 400,000 compounds, 0.49% hits; Potency, µM (top dose mostly 56.7 µM), most hits filed as cytotoxic; AID 651635; S2 cells (HEK-293 line with an ATXN2-luciferase reporter) viability, CellTiter-Fluor protease fluorescence, 24 h; note: potency is the fitted concentration of half-maximal effect; nearly all actives have a fitted effect of over 40% in size
# EPAC2 agonist: EPAC2 (human) agonism; Potency, µM (series often up to 154 µM), inactives show at the highest dose activation, most hits filed as activators; Q8WZA2; 360,000 compounds, 0.079% hits; EPAC2 activation, biochemical qHTS; response scale: 100% = 6.5 mM cAMP response; AID 720711; note: potency is the fitted concentration of half-maximal effect; nearly all actives have a fitted effect of over 50% in size
# Target sequence (Q8WZA2 whole entry, looked up): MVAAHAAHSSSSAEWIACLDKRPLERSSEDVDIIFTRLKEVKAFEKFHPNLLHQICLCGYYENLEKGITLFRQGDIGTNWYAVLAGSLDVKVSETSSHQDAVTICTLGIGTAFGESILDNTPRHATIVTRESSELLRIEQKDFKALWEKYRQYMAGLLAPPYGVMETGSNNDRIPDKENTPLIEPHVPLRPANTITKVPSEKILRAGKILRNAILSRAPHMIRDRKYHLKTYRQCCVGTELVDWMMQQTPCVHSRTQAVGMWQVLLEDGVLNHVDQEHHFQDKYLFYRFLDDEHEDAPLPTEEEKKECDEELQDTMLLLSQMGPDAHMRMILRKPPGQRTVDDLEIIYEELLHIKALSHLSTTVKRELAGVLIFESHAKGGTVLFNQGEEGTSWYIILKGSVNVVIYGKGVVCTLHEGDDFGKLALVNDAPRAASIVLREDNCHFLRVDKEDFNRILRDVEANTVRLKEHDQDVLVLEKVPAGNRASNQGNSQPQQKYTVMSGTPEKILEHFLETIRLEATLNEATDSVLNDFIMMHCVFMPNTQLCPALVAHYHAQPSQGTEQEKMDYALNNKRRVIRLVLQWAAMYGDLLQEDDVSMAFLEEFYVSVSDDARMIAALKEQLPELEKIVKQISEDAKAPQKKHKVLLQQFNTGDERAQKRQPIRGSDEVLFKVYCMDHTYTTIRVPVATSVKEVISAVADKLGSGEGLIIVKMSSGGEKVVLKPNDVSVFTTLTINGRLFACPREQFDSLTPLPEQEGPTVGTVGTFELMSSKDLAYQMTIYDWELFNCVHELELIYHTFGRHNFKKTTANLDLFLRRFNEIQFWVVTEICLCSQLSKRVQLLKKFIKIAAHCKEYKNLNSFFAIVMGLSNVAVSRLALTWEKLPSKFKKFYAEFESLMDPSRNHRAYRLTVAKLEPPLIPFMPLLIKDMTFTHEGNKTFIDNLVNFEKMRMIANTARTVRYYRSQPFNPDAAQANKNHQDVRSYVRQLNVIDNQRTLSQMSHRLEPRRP
#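 Compounds were added across a concentration range to EPAC2 (100 nM), RAP1B-BODIPY-GDP (250 nM) and GDP (50 uM). After 5 min at room temperature, fluorescence was recorded at 5-min intervals for 30 min.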
# HepG2 viability: kills HepG2 cells in TGF-b inhibitor counter-screen | HepG2 CAGA-GFP viability, ATP luminescence, 18 h | Potency, µM (highest dose often 46.1 µM), inactives show at the top dose activity change, negative = cytotoxicity, hits mostly cytotoxic | 410,000 compounds, 0.76% hits; note: potency is the fitted concentration of half-maximal effect; some results filed as inactive show a strong effect at the top dose
#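 CellTiter-Glo luminescence gave cytotoxicity after 18 hours at 37 degrees C. The cells were HepG2 CAGA-GFP in 1% FBS DMEM, stimulated with 500 pg/mL TGF-beta after compound addition. %Activity was normalised to no-cell wells (complete cell-killing) and DMSO (no toxicity), and curves were fitted and classified.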
# ATXN2 expr inh: inhibitors of ATXN2 expression; Potency, µM (doses to about 57 µM), for inactives: at the top dose activity change, negative = inhibition, usual class: inhibitors; 360,000 compounds, 0.72% hits; HEK-293 ATXN2-luciferase reporter, luminescence, 24 h; AID 1745845; note: potency is the fitted concentration of half-maximal effect; % is set by controls: 0 for no effect and ±100 for the full control effect; nearly all actives have a fitted effect of over 55% in size
#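 ATXN2-luciferase reporter cells (luciferase flanked by upstream and downstream ATXN2 gene portions) were treated 24 h at 37 °C with compounds at up to 57 uM. SteadyGlo luminescence gave expression; GF-AFC fluorescence gave viability.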
# * = called active by the depositor; i = inactive; u = inconclusive; x = no result given; & = joins results of further samples; [ ] = another dose, or the depositor's remark. Unless noted, calls come from the whole dose curve; as a rule, active = well fitted curve in the direction sought with a large enough effect; inconclusive = small, poorly fitted or top-dose-only effect, or another doubt; inactive = no such curve, though single readings can be large; an effect the other way counts as inactive or inconclusive.
SMILES	EPAC2 agonist	TGFb inhibitor	IL2 activator	Nrf2 inh	HepG2 viability	ATXN viability	Nrf2 ARE act	ATXN2 expr inh	A549 viability
COc1ccc(OC)c(N(CC(=O)Nc2cccc(C(F)(F)F)c2)S(C)(=O)=O)c1	13%	14%	-0.5	0%	-6%	i	2.4%	-17%	1%
CCC1(c2ccccc2)NC(=S)N(c2ccc(C)c(C)c2)N1 (configuration not stated)	1%	14%	-3.3	27%	7%	i	4.2%	10%	13%
COc1ccc(NC(=O)CCCSc2nc(-c3ccco3)cc(C(F)(F)F)n2)c(OC)c1	x	u	x	u	-13%	u	6.1%	-18%	-13%
CCOc1ccccc1NC(=S)NNS(=O)(=O)c1c(C)cc(C)cc1C	4%	-1%	-2.6	8%	7%	i	0.1%	0%	0%
COc1ccc(-c2nc(C(=O)Nc3cccc(C(C)=O)c3)nn2-c2ccccc2Cl)cc1	x	20%	x	u	-9%	i	0.6%	-13%	-1%
Cc1cc(Br)ccc1NC(=O)CN(C)C(=O)C1CSC2(C)CCC(=O)N12 (configuration not stated)	2%	-2%	-1.5	20%	-15%	u	0.2%	7%	8%
O=C1CCC(=O)N1OCCCOc1ccc(Br)cc1Cl	6%	u	0.8	-1%	-18%	u	0.5%	-9%	-1%
Cc1ccc(C2c3[nH]c4ccccc4c3C[C@H]3C(=O)N(c4ccccc4C(=O)NCCN4CCOCC4)C(=O)N23)cc1 (some centres not stated)	4%	6%	-0.5	-2%	16%	i	-0.6%	-7%	-1%
COc1c(/C=N/NC(=O)[C@H]2C[C@@H]2c2ccccc2)c(CCN(C)C(C)=O)cc2c1OCO2	-1%	u	0.4	-13%	7%	i	2.4%	0%	1%
O=C(CN1C(=O)C2CC=CCC2C1=O)Nc1nc2ccc(F)cc2s1 (configuration not stated)	6%	-2%	-0.5	-2%	-10%	i	2.9%	9%	0%
CCc1ccc(CN(C)C(=O)c2cc(=O)c3ccccc3o2)cc1	7%	-27%	-0.4	u	-13%	i	21%	-5%	3%
N#Cc1ccc(NC(=O)c2cc(=O)c3ccccc3o2)cc1	-1%	-8%	-0.5	-4%	-23%	i	-0.2%	-3%	-1%
CC1(C)N=C(N)NC(Nc2cccc(Br)c2)=N1	-6%	0%	-0.7	14%	-17%	i	-0.3%	-4%	-10%
CCOc1ccc(NC(=S)Nc2ccc(OCc3ccccc3)cc2)cc1	-2%	8%	-0.7	29%	18%	i	0.2%	9%	3%
CC(=O)OCCNC(=O)c1cccnc1	12%	12%	0.6	11%	-5%	i	-0.8%	-6%	4%
CCN(C(=O)C(NS(=O)(=O)c1ccc(Br)s1)c1ccccc1)c1ccc(C)c(C)c1 (configuration not stated)	x	u	x	u	-16%	x	2.9%	x	-20%
CCC(=O)c1ccc(OC(=O)c2cnccn2)cc1	-3%	0%	-2.2	4%	2%	i	-0.1%	-4%	-2%
CC(=O)C1=C(O)C(=O)N(c2cc(C(C)(C)C)on2)C1c1ccc(Br)cc1 (configuration not stated)	-9%	-5%	-2.7	-9%	-4%	i	4.1%	5%	5%
CC(C)C1OC(CCc2ccccc2)Cc2[nH][nH]c(=O)c21 (configuration not stated)	2%	x	-0.7	x	x	i	2.1%	7%	x
CCCc1cc(=O)[nH]c(SCC(=O)c2cc(C)n(-c3cc(C)on3)c2C)n1	0%	-16%	0.6	19%	-27%	i	0.3%	-9%	0%

# The list goes on, starting with the last two of the part before.
SMILES	EPAC2 agonist	TGFb inhibitor	IL2 activator	Nrf2 inh	HepG2 viability	ATXN viability	Nrf2 ARE act	ATXN2 expr inh	A549 viability
CC(C)C1OC(CCc2ccccc2)Cc2[nH][nH]c(=O)c21 (configuration not stated)	2%	x	-0.7	x	x	i	2.1%	7%	x
CCCc1cc(=O)[nH]c(SCC(=O)c2cc(C)n(-c3cc(C)on3)c2C)n1	0%	-16%	0.6	19%	-27%	i	0.3%	-9%	0%
CCCCc1ccc(NC(=S)NCCO)cc1	1%	0%	-2.8	u	14%	i	-0.3%	12%[11.3 µM]	-6%
CCOC(=O)N1CCN(c2c(N3CCN(C(=O)OCC)CC3)c(=O)c2=O)CC1	2%	-14%	-0.8	7%	3%	i	-0.8%	x	17%
Cc1c(C(=O)Oc2ccc(Br)cc2)sc2ncn(Cc3ccccc3F)c(=O)c12	x	-21%	x	x	-26%	i	0.1%	0%	-1%
Cc1occc1C(=O)N/N=C/c1cnn(C)c1C	2%	-4%	3.7	u	-26%	i	0.9%	0%	4%
COc1cc(N2C(=O)CSC2=S)cc(OC)c1OC	1%	u	-0.2	-31%	-37%	u	6.7%	x	-17%
CCOc1ccc(CNC(=O)CCCn2nc(CC)n3c(cc4occc43)c2=O)cc1	9%	-26%	-0.4	4%	-28%	i	3.3%	x	1%
CC(=O)Nc1ccc(NC(=O)N2CCCCC2)cc1	9%	23%	0.1	u	10%	i	0.1%	3%	3%
O=C(NNC(=O)c1ccc(F)cc1)C(=O)N1CCCCC1	-6%	4%	-0.4	0%	-9%	i	0.1%	8%	7%
Cc1ccc(CCNC(=O)Cn2ncc3c([nH]c4ccccc43)c2=O)cc1	-8%	5%&26%	-1.4	-9%&9%	2%&2%	i	-0.6%&-1.0%	-8%&-2%	3%&5%
O=C(CCc1c[nH]c2ccccc12)N1CCCC1	-3%	3%	0.7	-3%	-2%	i	0.1%	4%	1%
Cc1nn(Cc2noc(C(=O)NCc3ccc4c(c3)OCO4)n2)c(C)c1Br	2%	3%	-1.4	2%	2%	i	-0.5%	21%	9%
COC(CN(C)C(C(=O)NC1CCCCC1)c1ccccc1)OC (configuration not stated)	3%	u	2.0	8%	4%	i	-0.6%	-5%	7%
COc1cc(NC(=O)c2cc(OC)c(OC)c(OC)c2)cc(-n2cnnn2)c1	-3%	4%	-2.2	-9%	-1%	i	2.6%	4%	-3%
O=C(Nc1ccncc1)c1cn(-c2ccccc2)nc1-c1cccs1	2%	-21%	-2.1	7%	-7%	i	4.6%	10%	1%
CCOC(=O)c1cc(S(=O)(=O)N2CCC(C)CC2)cn1C	2%	-30%	2.8	-2%	-25%	i	0.4%	x	-5%
CCCn1c(-c2ccc(C(=O)OC)cc2)nc2c1c(=O)[nH]c(=O)n2Cc1ccccc1	2%	-1%	0.1	16%	-3%	i	-0.4%	0%	1%
COc1ccccc1C(=O)NCC(=O)NC(C)c1ccc(-n2ccnc2)cc1 (configuration not stated)	25%	-11%	-4.5	-3%	9%	i	-0.6%	-2%	1%
COc1cccc(CNC(=O)CCC2CCCN(C(=O)c3cccc(Cl)c3)C2)c1 (configuration not stated)	-1%	-8%	-3.2	-13%	-15%	i	2.0%	-5%	5%
O=C(c1ccc2c(c1)OCO2)C1CCCN(Cc2cc(F)ccc2-n2cccn2)C1 (configuration not stated)	-3%	6%	-0.1	6%	3%	i	-0.1%	23%	-7%
CCN(CC)CCCN(Cc1cc2cc3c(cc2[nH]c1=O)OCCO3)C(=O)Nc1ccccc1	7%	21%	0.3	11%	-12%	i	3.5%	-21%	-6%

SMILES	EPAC2 agonist	TGFb inhibitor	IL2 activator	Nrf2 inh	HepG2 viability	ATXN viability	Nrf2 ARE act	ATXN2 expr inh	A549 viability
O=C(CCSc1ccccc1)N1CCCC1	11%	-2%	-1.8	2%	-20%	i	0.9%	-16%	3%
O=C(N/C(=C\c1ccc(Br)cc1)C(=O)N1CCCC1)c1cccs1	10%	-12%	2.8	u	-20%	i	2.3%	-2%	4%
CCOC(=O)CSc1nnc(CNc2ccc(Cl)cc2)n1Cc1ccccc1	11%	4%	-0.2	2%	3%	i	-0.7%	-2%	3%
CCc1cc(=O)oc2c(CN3CCCC3)c(O)c(Cl)cc12	2%	22%	-0.3	16%	-11%	x	0.1%	0%	u
CC1=C(C(=O)O)N2C(=O)C(NC(=O)c3nn(C)cc3Cl)C2SC1 (configuration not stated)	4%	21%	-1.9	6%	-12%	u	-0.2%	5%	3%
COc1ccccc1C(=O)Nc1ccc(C(=O)OCc2cc(=O)n3nc(C4CC4)sc3n2)cc1	x	0%	x	x	2%	i	3.2%	-4%	-3%
NC(=O)c1nn(-c2ccccc2)nc1NC(=O)CN1CCCC1	6%	-2%	3.1	3%	-13%	i	-0.4%	-2%	-8%
O=C(/C=C/c1ccco1)N(Cc1ccc(Cl)cc1)C1CCS(=O)(=O)C1 (configuration not stated)	6%	-4%	-0.4	u	-32%	i	14%	-14%	9%
Cc1ccc(NC(=O)N2CCN(C)c3ncccc32)cc1C	x	1%	x	11%	3%	i	0.2%	9%	3%
O=C(N/N=C\c1cn[nH]c1-c1ccccc1)c1cccnc1	6%	-3%	-0.5	11%	-2%	i	0.5%	4%	-12%
Cc1sc2nc(SCC(=O)NCc3ccco3)n(-c3ccccc3)c(=O)c2c1C	7%	-1%	0.7	12%	-6%	u	-0.5%	-31%	-10%
COc1ccc(-c2csc(N)n2)cc1F	-7%	4%	1.6	13%	-1%	i	5.1%	24%	-3%
Cc1ccccc1-n1ncc2c([N+](=O)[O-])cc([N+](=O)[O-])cc21	-3%	u	1.2	u	-63%	i	4.7%	-25%	-13%
CCCCn1c(N)c(N(CCOC)C(=O)CN2C(=O)C3CCCCC3C2=O)c(=O)[nH]c1=O (configuration not stated)	3%	-5%	-0.7	5%	-1%	i	0.3%	5%	0%
Cc1c(C(=O)NCCCN2CCOCC2)sc2ncnc(N3CCN(c4ccccc4)CC3)c12	2%	9%	0.1	x	-7%	i	-0.6%	4%	-2%
